Assay outcomes (PubChem BioAssay)
TRHR ag: TRH receptor (human) agonism; P34981; TRHR cells, calcium flux fluo-8, FDSS agonist mode; activation, % at 2 µM; 0.18% of 360,000 active; note: 0% is about no effect
Target sequence (P34981 whole entry, looked up): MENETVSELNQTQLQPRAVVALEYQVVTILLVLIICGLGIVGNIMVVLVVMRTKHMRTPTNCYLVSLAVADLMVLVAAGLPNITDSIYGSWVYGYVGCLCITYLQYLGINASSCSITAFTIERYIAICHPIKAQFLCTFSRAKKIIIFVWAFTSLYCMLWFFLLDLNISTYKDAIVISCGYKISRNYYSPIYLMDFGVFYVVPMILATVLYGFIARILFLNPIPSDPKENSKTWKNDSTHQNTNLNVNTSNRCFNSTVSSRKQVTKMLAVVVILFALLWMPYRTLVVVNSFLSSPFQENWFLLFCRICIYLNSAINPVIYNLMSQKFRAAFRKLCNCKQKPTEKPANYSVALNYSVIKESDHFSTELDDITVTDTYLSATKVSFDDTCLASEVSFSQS
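In this calcium-flux screen, cells bearing human TRHR are dye-loaded with fluo-8, baselined for 10 cycles, then exposed to library compounds; positive kinetic calcium responses during the agonist phase mark hits, with TRH as control.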
D1 PAM: human D1 dopamine receptor positive modulation; P21728; HEK293 TREx D1 cells, calcium flux, dopamine EC20 potentiation; potentiation, % at 10 µM; 0.036% of 360,000 active; in the data active = potentiation above about 30%; note: 0% is about no effect
Target sequence (P21728 whole entry, looked up): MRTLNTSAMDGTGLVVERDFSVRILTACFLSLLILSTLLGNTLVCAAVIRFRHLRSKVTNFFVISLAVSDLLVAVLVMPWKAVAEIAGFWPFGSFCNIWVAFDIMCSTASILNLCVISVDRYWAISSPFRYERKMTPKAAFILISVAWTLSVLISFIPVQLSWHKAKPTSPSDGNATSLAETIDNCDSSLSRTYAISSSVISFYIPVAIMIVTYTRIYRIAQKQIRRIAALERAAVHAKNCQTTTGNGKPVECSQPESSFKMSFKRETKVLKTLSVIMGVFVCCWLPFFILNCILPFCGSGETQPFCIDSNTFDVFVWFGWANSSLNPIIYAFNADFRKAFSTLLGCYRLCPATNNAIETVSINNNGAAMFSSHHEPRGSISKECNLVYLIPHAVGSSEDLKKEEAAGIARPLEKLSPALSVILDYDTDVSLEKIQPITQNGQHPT
D1 antag: antagonists of human D1 dopamine receptor; P21728; HEK293 TREx D1 cells, calcium flux, dopamine EC80; stronger effect = lower value; activity change, negative = inhibition, % at 10 µM; 3.2% of 360,000 active; AID 504652; in the data active = activity change below about -30%; note: % is set by controls: 0 for no effect and ±100 for the full control effect
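Tetracycline-induced HEK293 Trex D1 cells, force-coupled to calcium, dye-loaded; compounds added and read 180 s, then EC80 dopamine added and calcium flux tracked kinetically another 180 s.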
RXFP1 antag: antagonists of human relaxin receptor RXFP1 | Q9HBX9 | HEK293-RXFP1, relaxin-stimulated cAMP HTRF, 30 min; stronger effect = lower value | activity change, negative = inhibition, % at 57.5 µM | 0.59% of 350,000 active | AID 1259400;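 active = activity change of -60% or lower, but not beyond a set lower limit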; note: % is set by controls: 0 for no effect and ±100 for the full control effect
D2 PAM: positively modulates the human D2 dopamine receptor allosterically; HEK293 T-REx D2, calcium flux, EC20 dopamine potentiation; potentiation, % at 10 µM; 0.34% of 340,000 active; AID 485347;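 active = potentiation over 3 SD above the plate norm, cut at about 30% in these data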; note: 0% is about no effect
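Tetracycline-induced HEK293 T-REx cells force-coupled to calcium signalling expressed D2; compounds were pin-added after a 10 s baseline, read kinetically 180 s, then an EC20 dopamine challenge followed with a further 180 s calcium read.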
TRHR enhancer: TRH receptor (human) allosteric enhancement. AID 493056. enhancement, % at 2 µM. P34981. 0.66% of 360,000 active. TRHR cells, fluo-8 calcium fluorescence, EC20 TRH enhancement; in the data active = enhancement above about 30%; note: 0% is about no effect
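Enhancer read-out: after compound pinning and an initial kinetic agonist-mode read, an EC20 of TRH (10 nM final) was injected and fluo-8 calcium signal (Ex 480/Em 530) followed at 1 s/cycle for 100 cycles in TRHR-expressing cells.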
D1 agonist: activates the human D1 dopamine receptor; AID 504660; HEK293 T-REx D1 cells, calcium flux, agonist mode; activation, % at 2 µM; P21728; 1% of 360,000 active; note: 0% is about no effect
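Tetracycline-induced HEK293 TREx D1 cells, force-coupled to calcium signalling, were dye-loaded with a no-wash calcium kit. Compound was pin-added after a 10 s baseline. Fluorescence was read kinetically at 1 cycle/s for 180 s, with calcium rises flagged as agonism.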
D2 agonist: D2 dopamine receptor (human) agonism | P14416 | HEK293 T-REx D2 cells, calcium flux agonist mode | activation, % at 2 µM | 0.53% of 340,000 active | AID 485358;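 active = activation over 3 SD above normal in the single-dose calcium agonist read, cut at about 30% in these data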; note: 0% is about no effect
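Agonism is scored from calcium flux in a force-coupled, inducible HEK293 cell line expressing D2, read kinetically for 180 s after compound addition against dopamine controls.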
D2 antag: antagonists of human D2 dopamine receptor; P14416; HEK293 TREx D2 cells, calcium flux, dopamine EC80; inhibition, % at 10 µM; 2% of 340,000 active; in the data active = inhibition above about 30%; note: 0% is about no effect
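Dopamine at EC80 is the agonist stimulus; test compounds precede it by 180 s. Calcium flux read kinetically in a force-coupled, inducible HEK293 T-REx D2 cell line.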
Active calls of the source: *. Cut-off read from the data, not from the text of the source, unless noted: active = activation above about 30%; inactive = the rest.

The first 2 compounds, ahead of the listing:
Screening CCCCC(=O)NS(=O)(=O)c1ccc(N=NN2CCCCC2)cc1 returned TRHR ag -0.1, D1 PAM -1, D1 antag -3, RXFP1 antag 6, D2 PAM -9, TRHR enhancer 0, D1 agonist 4, D2 agonist -0.5 and D2 antag -5.
For Cc1cc2[nH]ncc2cc1NC(N)=S the results were TRHR ag -0.1, D1 PAM 3, D1 antag -1, RXFP1 antag -15, D2 PAM 16, TRHR enhancer 2, D1 agonist 4, D2 agonist 0.3 and D2 antag 0.

Main list, repeating the preview:
Screening CCCCC(=O)NS(=O)(=O)c1ccc(N=NN2CCCCC2)cc1 returned TRHR ag -0.1, D1 PAM -1, D1 antag -3, RXFP1 antag 6, D2 PAM -9, TRHR enhancer 0, D1 agonist 4, D2 agonist -0.5 and D2 antag -5.
For Cc1cc2[nH]ncc2cc1NC(N)=S the results were TRHR ag -0.1, D1 PAM 3, D1 antag -1, RXFP1 antag -15, D2 PAM 16, TRHR enhancer 2, D1 agonist 4, D2 agonist 0.3 and D2 antag 0.
Cc1nn(C)cc1C(C)NC(=O)c1cc(COc2cccc3cnccc23)on1 (stereo not drawn) was read as TRHR ag -0.2, D1 PAM -1, D1 antag 6, RXFP1 antag -17, D2 PAM -7, TRHR enhancer 4, D1 agonist 9, D2 agonist -0.5 and D2 antag 25.
`O=C1c2ccccc2C(=O)N1CCC(c1ccccc1)c1ccco1` (stereo not drawn) gave TRHR ag 1.0, D1 PAM -6, D1 antag -4, RXFP1 antag -16, D2 PAM -6, TRHR enhancer -5, D1 agonist 6, D2 agonist -0.4 and D2 antag -4.
`O=C(Nc1nc(=O)c2ccccc2s1)c1ccc(Cl)cc1` gave TRHR ag -0.3, D1 PAM -1, D1 antag 14, RXFP1 antag 10, D2 PAM -4, TRHR enhancer -6, D1 agonist 3, D2 agonist 0.2 and D2 antag 12.
`Cc1ccc(CNC(=O)COc2cccc3c2OC(C)(C)C3)cc1` gave TRHR ag -0.2, D1 PAM -3, D1 antag -8, RXFP1 antag -27, D2 PAM 22, TRHR enhancer 25, D1 agonist 8, D2 agonist 0.1 and D2 antag 18.
For Cc1ccc(CNC(=O)C2CC(c3ccccc3[N+](=O)[O-])=NO2)o1 (stereo not drawn) the results were TRHR ag -0.2, D1 PAM -5, D1 antag 55, D2 PAM -11, TRHR enhancer -1, D1 agonist 1, D2 agonist 0.3 and D2 antag -2.
For CCCCn1nnnc1SCC(=O)N1CCCC1 the results were TRHR ag -0.3, D1 PAM 2, D1 antag -16, RXFP1 antag 7, D2 PAM 2, TRHR enhancer 4, D1 agonist 2, D2 agonist -0.6 and D2 antag -11.
For COc1ccc(-n2c(O)cnc2Nc2nc(C)cc(C)n2)cc1OC the results were TRHR ag -0.1, D1 PAM -3, D1 antag 21, RXFP1 antag -8, D2 PAM 0, TRHR enhancer 0, D1 agonist 1, D2 agonist 0.1 and D2 antag -16.
Screening Cc1ccc(Cl)cc1N1CCN(C(=O)Cn2ncc3c([nH]c4ccccc43)c2=O)CC1 returned TRHR ag 0.4, D1 PAM -1, D1 antag 5, RXFP1 antag 2, D2 PAM -5, TRHR enhancer 2, D1 agonist 1 and D2 agonist 0.7.
Screening CC(C)c1ccc(NC(=O)c2cnn(-c3ccccc3)c2NC(=O)c2ccco2)cc1 returned TRHR ag -0.4, D1 PAM -7, D1 antag 0, RXFP1 antag -18, D2 PAM -3, TRHR enhancer -1, D1 agonist 6, D2 agonist 1.1 and D2 antag 0.
Screening CC(=O)N1CCc2c(sc3c2c(=O)n(-c2ccc(C)cc2)c(=O)n3CC(=O)Nc2ccccc2)C1 returned TRHR ag 0.8, D1 PAM -1, D1 antag 38, D2 PAM 21, TRHR enhancer 0, D1 agonist 2 and D2 agonist 1.4.
CC1(c2ccccc2)ON(c2ccccc2C(F)(F)F)C1=O (stereo not drawn) was read as TRHR ag 0.0, D1 PAM 3, D1 antag 31, D2 PAM 4, TRHR enhancer -1, D1 agonist 1, D2 agonist 0.0 and D2 antag 6.
`CC1(C)CC(=O)C2=C(C1)N(c1cccc(O)c1)C1=C(C2)C(=O)CC(C)(C)C1` gave TRHR ag 5.1, D1 PAM -4, D1 antag -12, RXFP1 antag 6, D2 PAM -1, TRHR enhancer -5, D1 agonist 12, D2 agonist 1.6 and D2 antag -15.
`O=C(Nc1cccnc1)C1CCCN(S(=O)(=O)c2ccccc2)C1` (stereo not drawn) gave TRHR ag -0.1, D1 PAM -7, D1 antag 5, RXFP1 antag -14, D2 PAM 11, TRHR enhancer 2, D1 agonist 0, D2 agonist -0.2 and D2 antag 16.
COc1ccc(S(=O)(=O)Nc2c(NC3CCCCC3)c3ccccc3oc2=O)cc1OC was read as TRHR ag -0.8, D1 PAM 1, D1 antag -8, RXFP1 antag 2, D2 PAM 7, TRHR enhancer -5, D1 agonist 0, D2 agonist -1.2 and D2 antag -2.
For CCC(CC)C(=O)Nc1nnc(SCC(=O)NC2CC2)s1 the results were TRHR ag -0.2, D1 PAM -2, D1 antag -4, RXFP1 antag 0, D2 PAM 5, TRHR enhancer 0, D1 agonist 2, D2 agonist 0.0 and D2 antag -9.
For COc1cccc(N2C(=O)C(CC(=O)Nc3ccc(F)cc3)N(C3CCCCC3)C2=O)c1 (stereo not drawn) the results were TRHR ag 1.0, D1 PAM -4, D1 antag -9, RXFP1 antag -8, D2 PAM 10, TRHR enhancer -1, D1 agonist 1, D2 agonist -0.1 and D2 antag -7.
`COc1ccc(OC)c(Nc2nc(-c3ccncc3)nc3ccccc23)c1` gave TRHR ag -1.5, D1 PAM -4, D1 antag -14, RXFP1 antag -14, D2 PAM 8, TRHR enhancer 0, D1 agonist 1, D2 agonist -1.8 and D2 antag -11.
Screening O=C(Nc1ccnn1C1CCN(Cc2cc(Cl)ccc2O)CC1)c1cccnc1 returned TRHR ag 8.0, D1 PAM -12, D1 antag -11, RXFP1 antag -1, D2 PAM -2, TRHR enhancer -6, D1 agonist 7, D2 agonist 0.1 and D2 antag -3.

2 entries drawn at random from the list so far, as already listed:
`COc1ccc(OC)c(Nc2nc(-c3ccncc3)nc3ccccc23)c1` gave TRHR ag -1.5, D1 PAM -4, D1 antag -14, RXFP1 antag -14, D2 PAM 8, TRHR enhancer 0, D1 agonist 1, D2 agonist -1.8 and D2 antag -11.
For Cc1cc2[nH]ncc2cc1NC(N)=S the results were TRHR ag -0.1, D1 PAM 3, D1 antag -1, RXFP1 antag -15, D2 PAM 16, TRHR enhancer 2, D1 agonist 4, D2 agonist 0.3 and D2 antag 0.

Compounds from the list above that have an NH in an aromatic ring:
For Cc1cc2[nH]ncc2cc1NC(N)=S the results were TRHR ag -0.1, D1 PAM 3, D1 antag -1, RXFP1 antag -15, D2 PAM 16, TRHR enhancer 2, D1 agonist 4, D2 agonist 0.3 and D2 antag 0.
Screening Cc1ccc(Cl)cc1N1CCN(C(=O)Cn2ncc3c([nH]c4ccccc43)c2=O)CC1 returned TRHR ag 0.4, D1 PAM -1, D1 antag 5, RXFP1 antag 2, D2 PAM -5, TRHR enhancer 2, D1 agonist 1 and D2 agonist 0.7.

Next part
Screening Cc1ccc(CS(=O)(=O)Cc2ccc(C(=O)NCc3cccnc3)o2)cc1 returned TRHR ag -0.4, D1 PAM -1, D1 antag -33*, RXFP1 antag 1, D2 PAM 10, TRHR enhancer -2, D1 agonist 0, D2 agonist -1.0 and D2 antag 25.
`CCN(CC(=O)Nc1c(F)cccc1F)C(=O)c1ccc(N2CCCC2=O)cc1` gave TRHR ag 0.3, D1 PAM -1, D1 antag -1, RXFP1 antag 2, D2 PAM 3, TRHR enhancer 3, D1 agonist 0, D2 agonist 0.5 and D2 antag -6.
Cc1nc2ccc(S(=O)(=O)N(CC(=O)Nc3cccc(F)c3)Cc3ccccc3)cc2s1 was read as TRHR ag 0.2, D1 PAM -6, D1 antag -21, D2 PAM -12, TRHR enhancer 20, D1 agonist 7 and D2 agonist 1.1.
S=C(Nc1ccc(Cl)cc1Cl)N1CCCCC1 was read as TRHR ag -0.5, D1 PAM -1, D1 antag 7, RXFP1 antag -7, D2 PAM -3, TRHR enhancer 2, D1 agonist 0, D2 agonist -0.3 and D2 antag 2.
Screening O=C(C=C1CCN(c2ncc(C(F)(F)F)cc2Cl)CC1)NNC(=O)Nc1ccc(Cl)cc1 returned TRHR ag 0.1, D1 PAM -4, D1 antag 10, RXFP1 antag -6, D2 PAM -7, TRHR enhancer 2, D1 agonist 1, D2 agonist 0.5 and D2 antag -9.
For COc1cccc(C(=O)NCC2(c3ccccc3)CCCC2)c1 the results were TRHR ag -0.5, D1 PAM -4, D1 antag -13, RXFP1 antag -4, D2 PAM 1, TRHR enhancer 6, D1 agonist 6, D2 agonist 0.2 and D2 antag -3.
For O=[N+]([O-])c1ccc(Oc2cccc(C(F)(F)F)c2)nc1 the results were TRHR ag -0.5, D1 PAM -1, D1 antag -1, D2 PAM 7, TRHR enhancer -5, D1 agonist 1, D2 agonist 0.0 and D2 antag 1.
Screening CCc1ccc(-c2ccc3nnc(SCC(=O)NCC4CCCO4)n3n2)cc1 (stereo not drawn) returned TRHR ag -0.5, D1 PAM 0, D1 antag -2, RXFP1 antag 10, D2 PAM 17, TRHR enhancer -1, D1 agonist 3, D2 agonist 0.6 and D2 antag -12.
Screening CCOC(=O)c1cc(-c2ccccc2C)nn1Cc1cc(CC)no1 returned TRHR ag -0.4, D1 PAM -4, D1 antag 6, D2 PAM -17, TRHR enhancer 2, D1 agonist 4, D2 agonist -1.3 and D2 antag -2.
Screening COCCN(Cc1cc2cc3c(cc2nc1Cl)OCO3)C(=O)Nc1ccc(F)cc1 returned TRHR ag 0.0, D1 PAM -4, D1 antag -21, RXFP1 antag -4, D2 PAM -5, TRHR enhancer 1, D1 agonist 4, D2 agonist 0.1 and D2 antag -4.
For COc1ccc2nc3ccccc3nc2c1NC(=O)c1ccccc1Cl the results were TRHR ag -0.5, D1 PAM -2, D1 antag 0, RXFP1 antag -20, D2 PAM -7, TRHR enhancer -10, D1 agonist -1, D2 agonist 0.3 and D2 antag -2.
CCCc1cc(=O)[nH]c(SCC(=O)Nc2nc(-c3ccccc3)cs2)n1 was read as TRHR ag 0.3, D1 PAM 2, D1 antag 6, RXFP1 antag -29, D2 PAM -7, TRHR enhancer 1, D1 agonist -1, D2 agonist 0.4 and D2 antag -6.
Screening CCOC(=O)c1ccc(NC(=O)CCNc2c(N3CCCC3)c(=O)c2=O)cc1 returned TRHR ag 0.8, D1 PAM -1, D1 antag 18, RXFP1 antag 3, D2 PAM 1, TRHR enhancer 1, D1 agonist 4, D2 agonist 0.0 and D2 antag 24.
CCc1nc2ccccc2n1CC(O)COc1ccc(NC(C)=O)cc1 (stereo not drawn) was read as TRHR ag 0.8, D1 PAM -3, D1 antag -11, RXFP1 antag 2, D2 PAM -21, TRHR enhancer -5, D1 agonist 1, D2 agonist 29 and D2 antag -19.
Screening Cc1ccc(N=Nc2c(N)n[nH]c2N)cc1 returned TRHR ag -0.2, D1 PAM 13, D1 antag 1, RXFP1 antag -10, TRHR enhancer 1 and D1 agonist 2.
For CCOC(=O)N1CCN(Cc2nc(-c3cccs3)no2)CC1 the results were TRHR ag -1.0, D1 PAM -6, D1 antag 1, RXFP1 antag 2, D2 PAM 2, TRHR enhancer -15, D1 agonist 5, D2 agonist 0.2 and D2 antag 18.
